Screening results from PubChem BioAssay.
KOR beta-arrestin-1 – KOR antagonists, beta-arrestin recruitment, cell-based, luminescence, uHTS (AID 1778); KOR beta-arrestin recruitment, luminescence, antagonist mode; higher % means a stronger effect; inhibition, % at 10 µM; hits with a dose series show IC50 in µM; 290,000 tested, 0.091% active; further: strong numbers were not always called active
Myeloid diff MLP – promotes myeloid progenitor differentiation; ER-HoxA9 myeloid progenitors, lysozyme-GFP differentiation, flow cytometry; calls only at 10 µM; 360,000 tested, 1% active; AID 624256;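 active means normalized GFP-positive differentiation at or above the plate's own cutoff, the solvent-only control mean plus 3 SD; inconclusive means no clear call, values can overlap the other calls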;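 further: cells exposed to compound for four days before flow analysis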
GPR55 activation – GPR55 agonists via beta-arrestin recruitment, primary screen, imaging, U2OS cells, beta-arrestin-GFP redistribution (AID 1961); U2OS GPR55 beta-arrestin-GFP redistribution imaging; higher % means a stronger effect; activation, % at 10 µM, or EC50 in µM where a hit was titrated; 290,000 tested, 0.048% active;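 active means activation above 40% with more than 50 cells counted in the well; inconclusive means wells holding fewer than 50 cells, flagged as toxic or sparse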;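 further: U2OS osteosarcoma cells stably expressing GPR55 and beta-arrestin-GFP; plate controls were DMSO negative control for no effect and LPI positive control for full effect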
KOR beta-arrestin-2 – KOR agonists, beta-arrestin recruitment, primary screen, cell-based, luminescence, uHTS (AID 1777) | KOR beta-arrestin recruitment, luminescence; higher % means a stronger effect | activation, % at 10 µM, or EC50 in µM where a hit was titrated | 280,000 tested, 0.02% active; in the data active means activation above about 50%, passing the limit was not always enough; further: a part of the inactive calls stands beside numbers as strong as those of hits
NTR1 agonist – agonists of NTR1, primary screen, imaging, U2OS cells, beta-arrestin-GFP, high content (AID 493036) | P30989 | NTR1-U2OS beta-arrestin-GFP spot imaging, agonist mode | activation, % at 20 µM | 330,000 tested, 0.17% active;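 active means activation at or above 40% of the spot to cytoplasm intensity ratio, with at least 20 cells analyzed; inconclusive means wells under 20 cells, flagged as cytotoxic or low count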;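 further: 0% = DMSO without peptide and 100% = 100 nM NTR1 peptide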
Target sequence (P30989 whole entry, looked up): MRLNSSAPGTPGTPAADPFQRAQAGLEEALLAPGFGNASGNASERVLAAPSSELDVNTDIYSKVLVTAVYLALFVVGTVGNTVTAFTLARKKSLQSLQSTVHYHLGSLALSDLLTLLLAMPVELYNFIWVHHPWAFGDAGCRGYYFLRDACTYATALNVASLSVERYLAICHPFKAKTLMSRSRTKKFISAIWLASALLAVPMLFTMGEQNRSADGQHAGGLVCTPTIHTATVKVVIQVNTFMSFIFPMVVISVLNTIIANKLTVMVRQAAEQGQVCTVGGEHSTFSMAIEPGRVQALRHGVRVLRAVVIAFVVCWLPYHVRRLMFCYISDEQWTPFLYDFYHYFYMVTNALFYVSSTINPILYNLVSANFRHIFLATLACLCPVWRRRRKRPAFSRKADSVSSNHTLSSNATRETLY
GPR55 antagonists – GPR55 antagonists blocking LPI-driven arrestin recruitment, primary screen, imaging, U2OS, beta-arrestin-GFP, LPI agonist (AID 2013); inhibition, % at 10 µM, or IC50 in µM where a hit was titrated; U2OS GPR55 beta-arrestin-GFP translocation imaging, LPI antagonism; higher % means a stronger effect; 290,000 tested, 0.13% active;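 active means spots per cell inhibited over 60%, with over 100 cells counted and total cytoplasm intensity under 500,000; inconclusive means wells with under 100 cells, flagged as likely toxic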;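 further: U2OS cells stably carrying GPR55 and arrestin-GFP stimulated by 5 µM LPI near EC80; imaged beta-arrestin-GFP aggregate spots per cell after agonist stimulation; plate controls were LPI-stimulated DMSO wells for no effect and DMSO wells without LPI for full effect; some results filed as inactive read as strong as hits; confirmed hits need IC50 under 10 µM and bright autofluorescent wells are also inconclusive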
NOD1 inhibition – NOD1 signaling inhibitors, primary screen, cell-based, luminescence, uHTS (AID 1578) | inhibition, % at 4 µM, or EC50 in µM where a hit was titrated | NOD1-driven NF-kB luciferase reporter cells, luminescence; higher % means a stronger effect | 290,000 tested, 1% active; in the data active means inhibition mostly above about 36%, no sharp cut-off; inactive means mostly below about 34%;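 further: HEK-293T reporter cells stimulated with the NOD1 agonist gamma-tri-DAP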
HEK293 NOD2/NF-kB – NOD2 signaling inhibitors, cell-based, luminescence, uHTS, HEK293 (AID 1566); 290,000 tested, 0.63% active; inhibition, % at 4 µM, or EC50 in µM where a hit was titrated; HEK293 NOD2/NF-kB luciferase reporter, luminescence; higher % means a stronger effect; further: many of its hits are not listed in these tables
T cell HTS – T cell immune modulation candidate; 2C CD8+ T cell-vesicle binding, flow cytometry; hits give low values; calls only at 7 µM; 330,000 tested, 0.068% active; AID 2052;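 active means response, share of CD8 T cells binding vesicles, and their 90th percentile fluorescence all below set limits, cut at about 80% in these data, passing the limit was not always enough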
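Also added: QL9-peptide-loaded Drosophila micro-vesicles bearing Ld, ICAM-1 and B7-1; Test system: purified 2C TCR transgenic mouse naive CD8+ T cells; Measured by: cytometric PE anti-B7-1 and Alexa647 anti-CD8 signals after 1% paraformaldehyde fixation; Timing: binding step 1.5 h, 37 °C, antibody labelling 20 min, ice.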
T cell HTS vesicle-bound % – second read-out of T cell HTS, no call of its own (marks repeat the call); double positive events, %; measured here: CD8+ vesicle-bound cell fraction;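 binding gate set so that unloaded-vesicle control wells show 10% double positive cells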
NTR1 agonist cell count 20 µM – further read-out of NTR1 agonist, marked with its call; cell count; measured here: cell count, cytotoxicity flag
Myeloid diff MLP GFP+ MAC1+ % – recorded beside Myeloid diff MLP, whose call it bears; GFP+ MAC1+ double positive, %; measured here: differentiation confirmed by MAC1 staining
* hit, by the source's call; i = inactive; ? = inconclusive; · = no result given; [ ] = another dose, or the depositor's remark. Unless noted, no stated cut-off is given here; in the data, active means inhibition above about 50%; inactive means the rest.

Compound	KOR beta-arrestin-1	Myeloid diff MLP	Myeloid diff MLP GFP+ MAC1+ %	GPR55 activation	KOR beta-arrestin-2	NTR1 agonist	NTR1 agonist cell count 20 µM	GPR55 antagonists	NOD1 inhibition	HEK293 NOD2/NF-kB	T cell HTS	T cell HTS vesicle-bound %
O=C(Nc1ccnn1C1CCN(Cc2ccc(CO)o2)CC1)c1ccccc1Cl	-2%	i	1.4	-0.1%	3.7%	-0.7	58	-10%	-39%	-16%	i	62
Cc1cccc(C(=O)Nc2ccc(C(=O)N/N=C/c3ccc4c(c3)OCO4)cc2)c1	-14%	i	0.5	-0.1%	-0.2%	2.0	57	-4%	-19%	-25%	i	16
O=C(c1ccc(S(=O)(=O)N2CCOCC2)cc1)N1CCN(c2ccccc2F)CC1	19%	i	4.8	-0.1%	-2.6%	0.2	88	24%	-8%	-3%	i	63
Cc1ccc(OCCCCNC(C)c2ccccc2)c(C)c1 (stereo unspecified)	-15%[20 µM]	i	0.6	-0.1%	-5.0%	0.7	52	-6%	-23%	-20%	i	24
CN1CCN(C(=O)c2ccc(S(=O)(=O)c3ccc(Br)cc3)cc2)CC1	3%	i	0.5	-0.2%	-4.0%	-0.9	66	7%	2%	-3%	i	61
Cc1cccc(NC(=O)C2CCC(CNC(=O)[C@@H]3Cc4ccccc4CN3)CC2)c1 (stereo partly specified)	8%	i	5.1	-0.1%	5.7%	-0.3	74	12%	5%	15%	i	6
O=C(/C=C/c1c(F)cccc1Cl)N1CCOCC1	-35%	i	1.1	-0.1%	4.8%	3.1	87	-2%	-20%	-4%	i	69
O=C(CSc1ccc(Cl)cc1)NC1CCCC1	10%	i	0.7	-0.1%	-4.6%	-0.1	98	26%	-33%	-27%	i	27
Cc1ccccc1N(CC(=O)N/N=C/c1ccccc1Cl)C(=O)c1ccccc1	-21%	i	0.9	-0.2%	0.4%	1.8	89	-13%	1%	-25%	i	27
Cc1cc(C)n(CNc2nc(C(F)(F)F)cs2)n1	-8%	·	·	0.0%	-1.8%	-0.9	28	5%	20%	-1%	i	30
CN1CCN(NC(=O)c2cccs2)CC1	30%	i	1.1	0.3%	-4.9%	2.6	57	-4%	-10%	18%	i	35
COc1ccc(N(CC(=O)N2CCc3ccccc3C2)S(=O)(=O)c2c(C)[nH]c(=O)[nH]c2=O)cc1	2%	i	1.8	-0.1%	0.5%	-0.5	95	-2%	-16%	0%	i	2
O=S(=O)(c1ccc(F)c(F)c1)N1CCN(Cc2ccc3c(c2)OCO3)CC1	5%	i	0.5	-0.3%	-3.4%	0.4	53	3%	-29%	-22%	i	41
CC(C)Oc1ccc(C(=O)NC2=NCCS2)cc1	-37%	i	0.2	0.0%	3.7%	-0.7	43	2%	-21%	-84%	i	17
CCOc1ccc(C2CC(c3ccc(F)cc3)Nc3nc(N)nn32)cc1 (stereo unspecified)	-15%	i	1.8	0.3%	0.3%	-0.4	63	-13%	-18%	5%	i	67

3 entries already listed, arranged by SMILES length, descending.
Compound	KOR beta-arrestin-1	Myeloid diff MLP	Myeloid diff MLP GFP+ MAC1+ %	GPR55 activation	KOR beta-arrestin-2	NTR1 agonist	NTR1 agonist cell count 20 µM	GPR55 antagonists	NOD1 inhibition	HEK293 NOD2/NF-kB	T cell HTS	T cell HTS vesicle-bound %
Cc1ccccc1N(CC(=O)N/N=C/c1ccccc1Cl)C(=O)c1ccccc1	-21%	i	0.9	-0.2%	0.4%	1.8	89	-13%	1%	-25%	i	27
CCOc1ccc(C2CC(c3ccc(F)cc3)Nc3nc(N)nn32)cc1 (stereo unspecified)	-15%	i	1.8	0.3%	0.3%	-0.4	63	-13%	-18%	5%	i	67
O=C(/C=C/c1c(F)cccc1Cl)N1CCOCC1	-35%	i	1.1	-0.1%	4.8%	3.1	87	-2%	-20%	-4%	i	69

The listing continues:
Compound	KOR beta-arrestin-1	Myeloid diff MLP	Myeloid diff MLP GFP+ MAC1+ %	GPR55 activation	KOR beta-arrestin-2	NTR1 agonist	NTR1 agonist cell count 20 µM	GPR55 antagonists	NOD1 inhibition	HEK293 NOD2/NF-kB	T cell HTS	T cell HTS vesicle-bound %
CC(C)c1ccc(/C=N/n2c(COc3ccccc3)n[nH]c2=S)cc1	-64%	i	0.5	0.3%	1.7%	8.1	93	5%	-12%	-14%	i	9
CCOC(=O)CSc1cc(CS(C)(=O)=O)nc(-c2ccccn2)n1	6%	i	0.2	0.6%	-1.5%	-1.0	72	10%	-26%	14%	i	54
CNc1ccc(Oc2nc([N+](=O)[O-])nn2C)cc1	6%	i	0.9	-0.2%	-2.0%	1.1	66	-4%	-34%	12%	i	56
CCc1nn(C(CC)C(=O)NCc2cccc(OC)c2)c(=O)c2cc3occc3n12 (stereo unspecified)	-12%	i	0.0	-0.2%	-6.7%	2.7	78	9%	-6%	11%	i	17
COc1ccc(N=Nc2ccc(O)c3ncccc23)cc1	5.6µM*	?	·	0.0%	-4.1%	2.5	64	14%	108%*	-32%	i	37
CCOC(=O)c1c(NCCN(C)C)c2ccccc2[nH]c1=O	-13%	i	0.6	0.2%	-2.9%	-0.9	49	16%	-8%	10%	i	12
C=CCc1c(C)nc(SCC(=C)C)[nH]c1=O	-6%	i	0.7	0.3%	-2.7%	1.6	88	-2%	-11%	7%	i	39
O=C(Nc1ccc2c(c1)OCCO2)C1CCN(c2ncccn2)CC1	4%	i	0.8	-0.4%	-6.5%	-0.2	92	-6%	-52%	1%	i	35
COCCCNC(=O)c1cn(Cc2c(F)cccc2Cl)nn1	40%	i	0.9	-0.2%	-1.7%	0.6	58	-15%	24%	-7%	i	20
CC(C)CCNC(=O)c1ccc(CSCc2cccc(F)c2)o1	-15%	i	4.6	0.2%	-8.3%	0.8	53	8%	-7%	12%	i	52
Cc1cc2c(s1)c1cnn(CC(=O)NCCc3ccccc3)c(=O)c1n2C	6%	·	·	1.0%	1.0%	-0.2	66	12%	-58%	7%	i	61
COc1ccc(S(=O)(=O)N2CCc3ccccc32)cc1C(=O)NCCc1ccccn1	-12%	i	0.5	0.7%	1.8%	-0.2	44	-31%	-15%	-4%	i	8
Cc1ccc(N2CC(C(=O)NCC3CCCO3)CC2=O)cc1Cl (stereo unspecified)	-31%	i	1.0	0.2%	-9.2%	-1.0	63	-1%	2%	2%	i	33

One compound at a time, from the list above. Order of screens: KOR beta-arrestin-1	Myeloid diff MLP	Myeloid diff MLP GFP+ MAC1+ %	GPR55 activation	KOR beta-arrestin-2	NTR1 agonist	NTR1 agonist cell count 20 µM	GPR55 antagonists	NOD1 inhibition	HEK293 NOD2/NF-kB	T cell HTS	T cell HTS vesicle-bound %
Listed for CC(C)CCNC(=O)c1ccc(CSCc2cccc(F)c2)o1 : -15%	i	4.6	0.2%	-8.3%	0.8	53	8%	-7%	12%	i	52
Listed for COCCCNC(=O)c1cn(Cc2c(F)cccc2Cl)nn1 : 40%	i	0.9	-0.2%	-1.7%	0.6	58	-15%	24%	-7%	i	20

Not all compounds are listed; count on the stated rates, not on these rows.
